Compound activity (PubChem)
CCHFV vOTU inh = CCHFV vOTU protease inhibition; Pep-AMC fluorescence; inhibition, % at 11.5 µM; hit rate 0.55% among 370,000; AID 651958; further: 0% = vehicle wells with enzyme and 100% = no enzyme wells
PrPC TRFRET = inhibitors of human cell surface prion protein PrPC; P04156; TR-FRET read-out; inhibition, % at 13.8 µM; hit rate 0.43% among 370,000; in the data active means inhibition above about 24%; further: 0% = median of the test wells and 100% = reference compound wells
Mtb FBA inh = inhibits M. tuberculosis FBA enzyme; purified M. tuberculosis FBA, fluorescence read-out; AID 588726; P9WQA3; hit rate 2.3% among 360,000; inhibition, % at 1 µM; in the data active means inhibition above about 27%;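 further: 0% = vehicle and 100% = reference inhibitor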
Target sequence (P9WQA3 whole entry, looked up): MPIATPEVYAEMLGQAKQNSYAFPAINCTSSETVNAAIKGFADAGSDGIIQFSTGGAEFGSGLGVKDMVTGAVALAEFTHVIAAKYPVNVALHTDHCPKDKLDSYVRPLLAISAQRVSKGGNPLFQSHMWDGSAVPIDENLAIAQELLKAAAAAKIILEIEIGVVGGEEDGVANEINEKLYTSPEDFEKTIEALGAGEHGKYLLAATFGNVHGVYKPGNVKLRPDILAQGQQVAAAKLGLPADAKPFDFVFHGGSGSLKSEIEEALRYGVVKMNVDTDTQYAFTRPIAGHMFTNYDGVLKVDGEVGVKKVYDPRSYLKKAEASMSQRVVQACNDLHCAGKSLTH
BoNT-A LC inh2 = BoNT A light chain protease inhibition; multiplex microsphere protease substrate cleavage, flow cytometry; inhibition, % at 10 µM; hit rate 0.17% among 360,000; AID 588499; in the data active means inhibition above about 30%; inconclusive means no clear call, values can overlap the other calls; further: plate controls were buffer without enzyme for full effect and enzyme alone for no effect
UGM FP inh = blocks M. tuberculosis UGM enzyme; P9WIQ1; purified UGM, fluorescence polarization probe displacement; inhibition, % at 10 µM; hit rate 0.06% among 320,000; AID 504406; in the data active means inhibition above about 10%, passing the limit was not always enough; inconclusive means no clear call, values can overlap the other calls
Target sequence (P9WIQ1 whole entry, looked up): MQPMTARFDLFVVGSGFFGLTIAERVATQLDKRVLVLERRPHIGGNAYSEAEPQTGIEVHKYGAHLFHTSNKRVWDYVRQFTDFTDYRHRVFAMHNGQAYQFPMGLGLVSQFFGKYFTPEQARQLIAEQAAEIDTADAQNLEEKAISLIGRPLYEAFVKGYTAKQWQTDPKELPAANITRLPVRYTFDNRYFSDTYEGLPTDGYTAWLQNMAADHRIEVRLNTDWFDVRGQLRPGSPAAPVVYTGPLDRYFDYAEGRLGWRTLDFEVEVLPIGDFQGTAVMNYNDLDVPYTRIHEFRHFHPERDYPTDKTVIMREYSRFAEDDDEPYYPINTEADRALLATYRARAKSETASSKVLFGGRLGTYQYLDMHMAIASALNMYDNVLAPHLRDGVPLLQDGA
BioA inh = BioA (M. tuberculosis) enzyme inhibition; purified M. tuberculosis BioA enzyme, plate reader; inhibition, % at 9.99 µM; hit rate 0.096% among 360,000; in the data active means inhibition above about 40%; inconclusive means no clear call, values can overlap the other calls
BoNT-F LC inh = blocks Botulinum neurotoxin F light chain protease | inhibition, % at 10 µM | Multiplex microsphere protease cleavage assay, flow cytometry | AID 588497 | hit rate 0.22% among 360,000; in the data active means inhibition above about 35%, passing the limit was not always enough; inconclusive means no clear call, values can overlap the other calls; further: plate controls were buffer without enzyme for full effect and enzyme alone for no effect
GDH-TPI inh = GDH-TPI coupled enzyme inhibition counter-screen | hit rate 1.2% among 360,000 | inhibition, % at 4.8 µM | GDH-TPI coupled enzyme counterscreen, NADH absorbance;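 further: 0% = DMSO wells and 100% = wells lacking the enzyme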
FadD28 binding = blocks FadD28 binding to the bisubstrate probe. fluorescence polarization. inhibition, % at 12.5 µM. AID 588549. hit rate 0.22% among 360,000; in the data active means inhibition above about 8.5%, passing the limit was not always enough; inconclusive means no clear call, values can overlap the other calls
An asterisk follows results filed as active; u = inconclusive; x = not tested or not shown; & = joins results of further samples. Unless noted, no stated cut-off is given here; in the data, active means inhibition above about 30%; inactive means the rest.

Order of results – GDH-TPI inh, Mtb FBA inh, UGM FP inh, BoNT-F LC inh, FadD28 binding, PrPC TRFRET, BoNT-A LC inh2, CCHFV vOTU inh, BioA inh
CCNC(=O)/C=C1\NC(C)(C)Cc2c1ccc1ccccc21
  14.8, 3.9, 0.5, -3.6, -0.9, -1.4, 0.5, -14.8, -1.1
Cc1nnc(NC(=O)c2cccc(S(=O)(=O)N3CCCC3)c2)s1
  7.4, -2.3, 2.2, -1.1, -2.0, -2.1, 0.6, -2.4, -2.9
CCOc1ccccc1N1CCN(CC(=O)Nc2nccs2)CC1
  4.6, -2.4, x, -1.3, -2.9, -1.1, 0.5, -0.9, 0.3
CCNC(=O)OCC(CC)NC(=O)OCC(C)C (stereo not drawn)
  -2.5, -0.3, 2.0, -19.6, -0.4, -1.9, -0.9, -0.8, x
O=C(CNC(=O)c1ccc(Br)o1)NCc1ccccc1
  -9.8, 0.8, 2.7, -11.1, -2.6, 0.4, -0.4, 8.8, -0.8
O=C(NC1CCCN(C2Cc3ccccc3C2)C1)c1ccc(F)cc1Cl (stereo not drawn)
  -4.3, 2.4, 0.3, -0.4, -0.3, 0.8, -0.2, 11.2, 0.2
O=C(NNC(=O)c1ccccc1F)c1ccc(S(=O)(=O)N2CCCCC2)cc1
  5.3, -0.8, 1.8, -1.3, -0.7, -3.4, -0.1, 10.6, -1.8
Cc1ccc(C(=O)NNC(=O)CSc2nnc(-c3ccncc3)n2C)cc1
  13.3, -2.1, 3.2, -0.1, 0.8, -1.2, 0.4, -1.0, -2.0
COc1cc(C2C3=C(CCCC3=O)Nc3[nH]n(-c4ccccc4)c(=O)c32)ccc1O (stereo not drawn)
  22.3, 0.2, -4.3, 8.7, -1.5, -5.2, 1.0, 5.1, -0.5
COc1ccc(Cl)c(N2CCN(CCCNC(=O)Nc3ccc(C)cc3)CC2)c1
  -3.0, -0.3, -1.2, -29.2, -3.7, -6.0, -1.1, 4.9, -0.5
CC1CCCN(CC(=O)Nc2cccc([N+](=O)[O-])c2)C1 (stereo not drawn)
  5.2, 0.3, -1.0, -7.3, -1.6, -10.1, 0.1, 3.4, 2.2
COC(=O)/C(C(C)=O)=C(\C=C\N(C)C)N(C)C
  26.3, -5.4, -1.3, -2.3, -1.0, -1.0, 0.1, -6.2, -1.2
O=C(CCCn1nnc(-c2cccnc2)n1)c1ccc(F)cc1
  -13.1, -0.1, 0.3, -6.9, 1.4, -3.0, -0.5, -1.6, 6.8
O=C(NCCCc1ccccc1)Nc1cccc(Cl)c1
  -8.6, 0.3, 1.6, -6.2, -4.0, 7.5, 0.4, -5.7, 3.7
O=C(CN1CCOCC1)Nc1ccc(Cl)c(Cl)c1
  4.3, 0.3, -1.8, -33.8, -1.5, x, -0.7, x, 0.2
O=C(Nc1ccc2c(c1)OCCO2)c1ccc(Cl)cc1
  -1.1, -1.7, 4.1, u, 0.7, 3.3, -2.6, -0.7, -1.4
CCn1c(SCC(=O)N2CCCC2)nc2ccccc21
  -2.2, -1.7, -1.3, -5.2, -1.8, 1.5, -0.8, -5.8, x
O=C(CN1CCN(C(=O)CNC(=O)c2ccc(N3CCCC3=O)cc2)CC1)Nc1cccc(F)c1
  5.4, 1.2, x, -1.9, -1.7, -5.7, -0.3, 8.7, 3.6
NC(=O)c1cc(S(=O)(=O)N2CCCC2)ccc1OCCOc1ccccc1
  -3.8, 3.6, 2.1, x, 0.3, -2.9, x, -0.7, 0.1
O=C(NCc1ccc(F)cc1)C1CC(=O)N(C2CCCCCCC2)C1 (stereo not drawn)
  2.6, 1.7, 0.7, -9.0, -2.4, -2.8, -1.6, 0.9, 5.4
CCN(C(=O)COc1ccc(C(=O)c2ccccc2)cc1)c1ccccc1
  2.5, 2.9, 0.1, -7.2, -0.8, -4.6, -4.1, 9.6, -0.1
O=C(N/N=C/c1c(O)n(-c2cccc3ccccc23)c(=O)[nH]c1=O)c1ccncc1
  43.5*, 1.8, -6.9, u, -2.2, -2.1, -2.2, -7.1, -1.1
CCOC(=O)c1c(NC(=O)C2c3ccccc3Oc3ccccc32)sc(C(N)=O)c1C
  18.0, 3.5, -1.6, 27.9, -3.8, 2.4, 1.2, -5.8, 0.0
CC1=C(/C=C/C(C)=C/C=C/C(C)=C/CO)C(C)(C)CCC1
  -9.7, -2.3, 2.8, -0.8, -2.3, 9.4, -0.5, 8.9, -2.2
O=C(NCc1ccccc1)c1ccc(CS(=O)(=O)Cc2ccccc2F)o1
  7.8, -2.0, -0.9, -2.8, -1.8, -1.5, -0.3, -9.6, 10.0
Cc1ccc(NC(=O)CCC(=O)OC(C)C(=O)c2ccccc2)cc1 (stereo not drawn)
  4.7, 0.6, -0.2, -8.4, 0.3, 3.9, -1.6, 8.0, -2.4
CCOC(=O)C1=C(C)NC(=O)C(C(N)=O)C12CCCC2 (stereo not drawn)
  0.0, -0.2, 0.8, -3.6, -2.4, -9.8, u, 3.0, 0.6
CC(C)Nc1nc(N)c(C(=O)C23CC4CC(CC(C4)C2)C3)s1
  5.4, 2.2, 1.6, 24.9, -0.5, -4.0, 2.4, 10.9, 0.3
C=CCn1c(N)c(C(=O)OCCC)c2nc3ccccc3nc21
  17.4, 174.7*, 0.1, 5.5, -1.9, -9.6, 0.9, -204.9, 10.1
O=S(=O)(Nc1ccc(-n2cccc2)cc1)c1ccc(Cl)c(Cl)c1
  8.3, 1.1, -1.0, u, -3.0, -1.3, -1.2, 5.7, x

Compound profiles (already shown). Order of screens: GDH-TPI inh, Mtb FBA inh, UGM FP inh, BoNT-F LC inh, FadD28 binding, PrPC TRFRET, BoNT-A LC inh2, CCHFV vOTU inh, BioA inh
Listed for O=C(N/N=C/c1c(O)n(-c2cccc3ccccc23)c(=O)[nH]c1=O)c1ccncc1 → 43.5*, 1.8, -6.9, u, -2.2, -2.1, -2.2, -7.1, -1.1
Listed for O=C(NCc1ccccc1)c1ccc(CS(=O)(=O)Cc2ccccc2F)o1 → 7.8, -2.0, -0.9, -2.8, -1.8, -1.5, -0.3, -9.6, 10.0

Later entries
Order of results – GDH-TPI inh, Mtb FBA inh, UGM FP inh, BoNT-F LC inh, FadD28 binding, PrPC TRFRET, BoNT-A LC inh2, CCHFV vOTU inh, BioA inh
COC(=O)c1ccc(N2CC3CNC(=O)C2(C(=O)OC)N3C)cc1 (stereo not drawn)
  8.4&8.1, 2.1&0.5, -2.0&0.6, -0.8&-12.0, -2.2&-1.1, -6.2&-5.2, -0.2&-0.1, 2.9&6.1, -2.1&-0.3
Cc1cc2oc(=O)cc(CN(C)Cc3ccc(OC(F)F)cc3)c2cc1Cl
  7.8, -1.2, -0.7, 1.8, 3.6, 8.7, 2.7, 1.9, -0.2
NC(=O)Cc1ccc(C(=O)c2ccccc2F)s1
  2.5, -0.4, -0.3, -2.9, -1.5, 0.7, 0.9, -4.3, 0.7
Cc1cccc(NC(=S)NCCc2ccccc2)n1
  -4.8, -0.8, -2.0, -8.3, -3.1, -3.1, -0.4, 6.5, x
CC(C)(C)S(=O)N1Cc2cc(=O)n(Cc3ccccc3)c(CCO)c2[C@@H]1CCO (stereo partly drawn)
  6.2, 3.6, x, -2.7, -1.4, -6.7, -0.3, 7.9, -0.6
NC(c1csc(NC(=O)Nc2cccc(Cl)c2)n1)c1ccccc1Cl (stereo not drawn)
  -12.4, 2.2, x, -13.7, -6.5, 11.9, -0.1, -4.0, 0.0
COc1cc(/C=C(/C#N)c2nc3ccccc3[nH]2)ccc1Oc1ncccc1[N+](=O)[O-]
  25.3, 2.5, 0.7, -11.5, 0.0, -12.7, 0.6, 0.4, -1.1
COC(=O)c1ccccc1NC(=O)c1ccc(COc2cccc3ccccc23)o1
  -1.6, 3.8, 2.2, -3.1, -0.7, 5.2, -1.2, 2.3, -2.4
c1csc(C(c2nnnn2C2CCCCC2)N2CCCC3(CCCCC3)C2)c1 (stereo not drawn)
  7.0, 4.9, 0.8, -20.1, 0.3, 2.3, -1.0, -2.7, -0.9
CC1CCC(N2CCNCC2)CC1 (stereo not drawn)
  -5.4, 2.9, 1.6, -5.1, -0.5, 7.7, -0.7, -1.6, x
O=C(CN1C(=O)c2cccnc2Oc2ccc(Cl)cc21)NC1CCCC1
  -10.1, -0.2, -0.1, 3.5, -1.0, -4.5, 1.3, 5.1, -0.4
Cc1ccc(NC(=O)CN(C)C(=O)CCOc2cccc(C)c2)cc1
  8.5, 1.5, -3.8, 0.0, -2.8, 1.3, -0.2, 17.3, x
CCOC(=O)N1CCN(C(=O)C2CCN(S(=O)(=O)c3ccccc3)CC2)CC1
  -3.4, 0.8, -1.3, -0.8, -2.3, 0.5, -0.5, 8.3, 0.0
N#Cc1ccc(NN=Nc2ccccc2C#N)cc1
  21.2, -1.6, x, -12.1, -2.4, -6.4, 0.2, 6.4, -0.7
CCCC(C(=O)NC1CCCC1)N(CC1CCCO1)C(=O)c1snc(C(N)=O)c1N (stereo not drawn)
  5.5, 10.8, -2.7, -2.6, -1.7, -1.5, -0.3, -3.0, 1.7
CCN1CCN(c2ccc(S(=O)(=O)N3CCOCC3)cc2NC(=O)C(C)Oc2cccc(Cl)c2)CC1 (stereo not drawn)
  3.5, 5.3, -1.0, -10.3, -2.7, -11.3, 3.4, 4.8, 0.2
COc1ccccc1OCC(=O)Nc1c2c(nn1-c1ccc(C)cc1)CS(=O)(=O)C2
  3.5, 0.8, -0.3, 12.6, -3.3, 1.7, 0.5, 1.5, x
CC(C)NC(=O)CCNC(=O)c1ccc(F)cc1
  0.3, -4.6, 2.8, 2.0, -0.2, -2.7, -0.1, 3.5, 1.5
Cc1cccc(N=C2NC(=O)c3cc([N+](=O)[O-])ccc32)c1
  -0.4, 0.7, -2.0, -2.2, -4.6, -4.6, -0.9, -12.7, x
CCOC(=O)/C=c1\sc2n(c1=O)CCN=2
  -7.1, 5.2, 0.5, -4.6, -2.6, -2.2, -0.7, 3.7, x
O=C(NN1C(=O)C2CC=C(Cl)CC2C1=O)c1ccncc1 (stereo not drawn)
  -0.6, 3.7, -1.5, -4.4, -0.3, 2.2, -0.1, 2.2, 0.2
CC(C)(C)OC(=O)NNC(=S)NCc1ccc(Cl)cc1
  14.9, -2.4, 2.3, -14.0, -1.9, 0.7, 0.0, 3.4, 3.2
Cc1nc(CNC(=O)c2cc(COc3c(F)cccc3F)on2)cs1
  -8.2, 3.0, 0.2, -5.4, -2.8, -5.0, 1.2, 4.4, -0.2
CC1CCCCC1NC(=O)c1ccc(CNc2c(N3CCCC3)c(=O)c2=O)cc1 (stereo not drawn)
  12.0, -1.8, 2.6, -2.8, 0.8, -10.1, -0.6, -7.9, 1.7
CC1Oc2ccccc2C=C1/C=N\NC(=O)c1cccnc1 (stereo not drawn)
  47.6*, 6.1, 0.0, x, -2.0, -10.0, x, -1.5, 18.5
CCOCC(=O)Nc1ccc([N+](=O)[O-])cc1Cl
  8.2, 1.1, -0.6, -5.7, 0.6, -8.7, -0.2, 5.6, x
